Screening results as filed in PubChem BioAssay.
sdo1 growth: compounds rescuing growth of sdo1-depleted yeast, bone marrow failure model | S. cerevisiae sdo1-depleted JHY4D growth rescue, OD600 30 h; stronger effect = higher value; pdr5 snq2 efflux-pump mutant strain | 140,000 tested, 0.21% active | z-score at 10 µM;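 active means z-score above 3 at both the 24 hr and the 30 hr optical density reads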;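 further: z-score against mean and SD of all compound wells on the same plate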
INS promoter inh: TRM-6 insulin promoter activity inhibition | TRM-6 cells (human fetal islet line), insulin promoter-eGFP reporter, imaging; reporter expression induced with tamoxifen | inhibition, % at 2 µM | 130,000 tested, 0.9% active;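 active means inhibition above the mean plus 3 SD, with well images judged a real hit on visual review, cut at about 60% in these data, passing the limit was not always enough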
sdo1 growth Rescue 24 h: also measured in sdo1 growth; calls as there; z-score; S. cerevisiae sdo1-depleted JHY4D growth rescue, OD600; measured here: growth rescue at 24 h;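 0 is the plate mean of compound wells and units are plate SD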
An asterisk follows results filed as active; i = inactive; / = no result given. A portion of the library; rates above refer to the full screens.

The opening 2 entries, ahead of the listing:
SMILES	sdo1 growth	sdo1 growth Rescue 24 h	INS promoter inh
O=C(O)CC1S/C(=N/N=C/C2CC=CCC2)NC1=O (configuration not stated)	/	/	35
O=C1NC(=O)c2cc(NC(=O)C3COc4ccccc4O3)ccc21 (configuration not stated)	/	/	5

Results, repeating the preview:
SMILES	sdo1 growth	sdo1 growth Rescue 24 h	INS promoter inh
O=C(O)CC1S/C(=N/N=C/C2CC=CCC2)NC1=O (configuration not stated)	/	/	35
O=C1NC(=O)c2cc(NC(=O)C3COc4ccccc4O3)ccc21 (configuration not stated)	/	/	5
Cc1ccccc1NC(=S)/C(=C(\[O-])c1ccc(C)c([N+](=O)[O-])c1)[n+]1ccccc1	0.5	0.02	11
N#Cc1nc(-c2ccco2)oc1N1CCN(c2cccc(Cl)c2)CC1	-0.93	-0.59	27
CCCc1cc(C(=O)NCc2cccs2)no1	0.14	2.5	/
CCOC(=O)/C(C#N)=C/c1cc(C)n(-c2ccc(Br)cc2)c1C	0.84	0.4	22
CC(=O)NS(=O)(=O)c1ccc(NC(=S)NC(=O)c2ccco2)cc1	2.5	0.42	27
Cn1c(SCC(=O)N2CCOCC2)nnc1-c1cccc(NC(=O)c2ccccc2F)c1	0.89	0.61	-4
CSc1ccccc1NC(=O)c1cnc2n(c1=O)CCS2	0.57	-0.07	/
COc1ccc(-c2cnc(SCC(=O)Nc3nc(C(C)(C)C)cs3)n2Cc2ccco2)cc1	-2.2	-0.7	-19

7 records drawn at random from the list so far, as already listed:
SMILES	sdo1 growth	sdo1 growth Rescue 24 h	INS promoter inh
Cn1c(SCC(=O)N2CCOCC2)nnc1-c1cccc(NC(=O)c2ccccc2F)c1	0.89	0.61	-4
O=C(O)CC1S/C(=N/N=C/C2CC=CCC2)NC1=O (configuration not stated)	/	/	35
CSc1ccccc1NC(=O)c1cnc2n(c1=O)CCS2	0.57	-0.07	/
CCCc1cc(C(=O)NCc2cccs2)no1	0.14	2.5	/
COc1ccc(-c2cnc(SCC(=O)Nc3nc(C(C)(C)C)cs3)n2Cc2ccco2)cc1	-2.2	-0.7	-19
Cc1ccccc1NC(=S)/C(=C(\[O-])c1ccc(C)c([N+](=O)[O-])c1)[n+]1ccccc1	0.5	0.02	11
O=C1NC(=O)c2cc(NC(=O)C3COc4ccccc4O3)ccc21 (configuration not stated)	/	/	5

Other records follow.
SMILES	sdo1 growth	sdo1 growth Rescue 24 h	INS promoter inh
Cc1csc(NC(=O)c2cc(-c3ccccc3)nc3ccccc23)n1	-1.6	-1.3	/
COc1ccccc1CNC(=O)C(=O)Nc1nccs1	/	/	43
Cc1ccc2cc(CN(CC3CCCO3)S(=O)(=O)c3ccc4c(c3)OCCO4)c(=O)[nH]c2c1C (configuration not stated)	/	/	26
CCC(C)Sc1nnc(Cc2cc(=O)[nH]c(=O)[nH]2)n1-c1ccc(F)cc1 (configuration not stated)	-0.33	-0.29	/
CC(C)Cn1c(N)c(C(=O)COC(=O)c2cc(-c3ccco3)nc3ccccc23)c(=O)n(C)c1=O	0.13	1.1	-11
CCOCCCn1c(SCC(=O)NC(C)(C)C)nc2ccccc2c1=O	-1.9	-0.92	/
CCOC(=O)CSc1nc2c(sc(=S)n2Cc2ccco2)c(=O)n1-c1ccc(F)cc1	-0.51	-0.6	6
CCN(CC)CC#CC(C)(C)OC(C)=O	/	/	3
CCC(Sc1nc2n[nH]c(C)c2c(=N)n1-c1ccc(C)c(Cl)c1)C(=O)N1CCOCC1 (configuration not stated)	0.47	0.64	/
OCC12COC(c3ccccc3)N1C(c1ccccc1)OC2 (configuration not stated)	0.19	-0.44	27
COc1ccc(CS(=O)(=O)/C(Cl)=C(/Cl)C(=O)Nc2ccc(OC)nc2)cc1	-2.6	-1.7	-87
COc1ccc(OC)c(-n2c(=O)c3ccccc3c3ccccc3c2=O)c1	-0.19	-0.88	33
O=C(Nc1ccccn1)c1ccc([N+](=O)[O-])o1	-1.1	-1.2	-13
O=C(CCC(=O)OCc1ccc(C(=O)Oc2ccc(Cl)cc2)cc1)Nc1ccccc1	-1.2	-0.65	/
O=C(Cc1sc(-c2ccccc2Cl)nc1-c1ccccc1)Nc1ccc(F)cc1	0.37	1.1	/
Cc1c(C#N)c(N=CN(C)C)c(C(=O)c2ccccc2)n1-c1ccccc1	-1.1	-0.59	43
S=C(NCCc1ccccc1)N1CCN(C(c2ccccc2)c2ccccc2)CC1	-0.43	1.1	-12
Nc1c(-c2ccccc2)c(CSc2nc3ccccc3[nH]2)nn1-c1cccc(Cl)c1	-0.6	-0.07	-55
O=C(NCc1ccc(N2CCCC2=O)cc1)NC1CCCCC1	1.3	1.8	33
Cc1ccc(-c2cc(C)nc3nc(N)nn23)cc1	0.47	0.36	22
O=C(Cc1cccc2ccccc12)Nc1ccc(-c2cc3ccccc3oc2=O)cc1	-1.5	-0.18	17
Cc1nc2ccccc2cc1OCc1ccc(F)cc1	-2.2	-1.9	/
CCN(CCC(=O)Nc1ccc(Br)c(C)c1)Cc1ccccc1	-1.5	-1	-6
CCCN(CCC)CCCNS(=O)(=O)c1ccc2c(c1)oc(=O)n2C	1.9	1.9	-20
COc1cccc(NC(=O)COc2ccc(C)cc2)c1	1.3	1.6	-37
CCOC(=O)c1cc2c(ccn2C)n1CC(=O)N1CCC(Cc2ccccc2)CC1	-1.1	-0.9	-6
Cc1ccccc1N(CC(=O)N/N=C/c1ccc(F)cc1)C(=O)c1ccccc1	-0.01	0.52	-38
CCN(CC(=O)NC1CCS(=O)(=O)C1)S(=O)(=O)c1ccc(C)cc1C (configuration not stated)	0.35	-0.56	37
COC(=O)c1ccc(NC(=O)c2ccc(C)cc2)o1	1.3	1.8	-12
COc1ccc(Cn2c(-c3ccc(Cl)cc3)c[n+]3ccccc23)cc1	1.7	1.8	/
Cc1ccc2nc(-c3ccccc3)cn2c1	-0.16	-1.2	18
CCC(CC)C(=O)Nc1cc(C(=O)NCCc2ccccc2)ccc1Cl	0.16	0.25	/
CCOc1ccc(CNC(=O)CCS(=O)(=O)Cc2ccccc2C)cc1OC	/	/	-27
Cc1c(Cc2ccc3c(c2)OCO3)sc(NC(=O)C(C)(C)C)c1C#N	-0.91	0.48	/
CCCCN(CC)C(=O)c1n[nH]c(=O)c2ccccc12	-0.24	-0.82	-7
COc1cc(OC)cc(N(C(=O)C2COc3ccccc3O2)C(C(=O)NC2CCCCC2)c2ccc(O)cc2)c1 (configuration not stated)	1.2	0.54	-27
CCC(=O)N/N=C(\C)CC(=O)Nc1ccccc1-c1ccccc1	1.2	1.3	44
O=C(Nc1cccnc1)Nc1ccccc1Cl	0.29	-0.33	/
Cc1cc(NC(=O)c2cc(-c3ccc(C)s3)nc3ccccc23)no1	-1.9	-0.35	/
COc1cc(C2CC(=O)c3c([nH]c(C(=O)OCCOC(C)C)c3C)C2)cc(OC)c1OC (configuration not stated)	0.46	-0.05	/
O=C1Nc2ccccc2C1(O)Cc1ccncc1 (configuration not stated)	0.63	0.12	14
CCOC(=O)c1sc(N(Cc2ccccc2)C(=O)CSc2ncn[nH]2)nc1C	-0.03	0.01	43
O=C1C2CCCN2C(c2ccc(F)cc2)N1c1nccs1 (configuration not stated)	0.49	0.42	/
Cc1ccc(OCC(=O)Nn2c(C)nc3ccccc3c2=O)c(C(C)C)c1	-0.31	-0.44	19
O=C(Nc1ccc(Cl)cc1)Nc1nnc(SCc2ccc(Cl)cc2)s1	-0.02	-0.33	/
CCOC(=O)c1sc(=S)n(-c2ccccc2)c1N(C(C)=O)C(C)=O	/	/	-147
O=C(Nc1nc(-c2ccccn2)cs1)c1ccc(Cl)s1	-2.6	-1.9	/
CN1CCN(C(=O)Nc2cccc3ccccc23)CC1	0.02	-0.41	14
CC(/C=N/NC(=O)c1nn(C)c(C)c1Br)=C\c1ccccc1	-0.27	-0.18	-25
Cc1nn(CCCC(=O)NCc2ccccc2)c(C)c1[N+](=O)[O-]	0.52	0.07	24
Additional records follow.
SMILES	sdo1 growth	sdo1 growth Rescue 24 h	INS promoter inh
O=C(O)CCC(=O)NCc1ccc(F)cc1	1.3	1.1	16
Cc1oc(-c2cccs2)nc1CSCC(=O)NC1CC1	-0.25	-0.32	47
CSc1ccccc1C(=O)NCC(c1ccco1)N1CCCCC1 (configuration not stated)	/	/	-38
COc1cccc2sc(N(C)c3ccccc3)nc12	0.22	1.4	/
Cc1ccccc1Cc1c(C)nc2c(C(=O)NCc3ccco3)cnn2c1C	-1.6	-0.55	/
Cc1cc2c3c(c1)C1(SCC(=O)N1c1ccc(F)cc1)C(=O)N3C(C)(C)CC2C (configuration not stated)	-1.7	-0.98	18
Clc1cccc(Oc2cnns2)c1Cl	0.12	-0.47	-27
CC(=O)Nc1ccc(NS(=O)(=O)c2ccc(Cl)c(C(=O)O)c2)cc1	0.46	-0.01	79*
COC(=O)C1=CN(CC2CCCO2)C=C(C(=O)OC)C1c1ccsc1 (configuration not stated)	-0.78	-1.1	/
Cc1ccc2nc(NC(=O)c3cc(-c4ccco4)nc4ccccc34)sc2c1	-1.6	-1.4	/
Cc1ccccc1OCCCSc1nc2ccccc2[nH]1	-0.72	0.03	38
CCCCn1c(/C=N/Nc2nc3ccccc3[nH]2)nc2ccccc21	-1.2	-0.76	/
Cc1nc2ccccc2c(=O)n1NC(=O)c1ccco1	0.66	0.55	-62
CC1CCN(C(=O)CN2C(=O)c3cccc4cccc(c34)C2=O)CC1	/	/	-9
CC(c1ccco1)N(C(=O)c1ccccc1NS(=O)(=O)c1ccc(Cl)c([N+](=O)[O-])c1)c1ccccn1 (configuration not stated)	-1.8	-1.6	-17
COc1ccc(CN2CCN(S(=O)(=O)c3ccc(C)cc3)CC2)cc1Br	-0.83	-0.77	44
Cn1cc([N+](=O)[O-])c(C(=O)Nc2ccc(Br)cn2)n1	0.99	1.8	-22
CC(C)(C)n1nnnc1C(c1cccs1)N1CCN(Cc2ccccc2)CC1 (configuration not stated)	1	1.1	3
COCC(C)NC(=O)COc1nncc2ccccc12 (configuration not stated)	/	/	56
O=C(/C=C/c1cccc([N+](=O)[O-])c1)NC1CC2CCC1C2 (configuration not stated)	-0.22	-0.35	26
CC[N+]1(CC)CC2=Cc3c(ccc4ccccc34)CC2C1 (configuration not stated)	0.16	-0.57	-4
CC(C)(C)c1ccccc1OCCOCCSc1ncccn1	-0.06	-0.34	-53
Cc1ccc(C(=O)Oc2ccc(C(=O)COC(=O)c3cnccn3)cc2)cc1	-0.33	-0.67	-22
Cc1noc(C)c1C(=O)Nc1sc2c(c1C(N)=O)CCC2	0.59	0.88	i
Cc1c(C(=O)OCCN2CCCCC2)oc2ccccc12	0.24	-0.3	-6
CC(=O)NC(NC(C)=O)c1ccc(N(C)C)cc1	1.3	0.64	49
CCOc1ccccc1NC(=O)C1CCN(S(=O)(=O)c2cccc3cccnc23)CC1	-1.3	-1.1	/
COc1ccc(CN(CC2CCCO2)C(=O)CN2C(=O)C(C)Oc3ccc(C)cc32)cc1OC (configuration not stated)	-0.28	-0.34	-227
COc1cc(S(=O)(=O)N2CCN(C)CC2)c(OC)cc1Br	0.56	0.93	31
O=C(NC(=S)Nc1ccc(S(=O)(=O)N2CCCC2)cc1)C1CCC1	-0.11	0.14	-17
COc1ccc2cc(Br)ccc2c1CC(=O)NC(C)C	/	/	-57
O=C(Cc1cccs1)NCc1cccc(CNC(=O)Cc2cccs2)c1	/	/	-79
O=Cc1nc(-c2ccccc2Cl)n2ccccc12	-0.09	-0.82	33
COc1ccc(N2CCN(C(c3cc4ccc(C)cc4[nH]c3=O)c3nnnn3C3CCCC3)CC2)cc1 (configuration not stated)	0.03	0	/
Cc1ccccc1CSc1nc2[nH]ncc2c(=O)[nH]1	/	/	-72
COc1ccc(N2CCN(C(CNC(=O)OCc3ccccc3)c3ccco3)CC2)cc1 (configuration not stated)	-1.3	-1.2	5
N#Cc1ccc(NC(=O)CCc2ccc(S(=O)(=O)N3CCOCC3)cc2)cc1	0.18	-0.37	14
CC1CCCC(C)N1C(=O)COc1ccc(-c2nnco2)cc1 (configuration not stated)	0.23	-1	16
COc1ccc(CCNC(=O)c2ccc(=O)[nH]n2)cc1OC	-0.32	-0.25	/
Cc1ccccc1NC(=O)COC(=O)/C=C/c1cn(-c2ccccc2)nc1-c1cccnc1	1.2	1.1	19
Cc1cc(SCC(=O)Nc2c(C)n(C)n(-c3ccccc3)c2=O)n2c(nc3ccccc32)c1C#N	/	/	13
COCCn1c(=O)[nH]c2cc(C(=O)NCCCN3CCN(c4ccc(F)cc4)CC3)ccc2c1=O	1.1	0.73	18
CCN(CC)S(=O)(=O)c1cccc(NC(=O)C2SC(=Nc3ccc(C)cc3C)C(C(=O)NC(C)COC)=C2N)c1 (configuration not stated)	-0.07	0.39	13
Cc1ccc(S(=O)(=O)N(C)C)cc1NC(=S)NC(C)CCCC(C)C (configuration not stated)	-0.54	-0.82	-21
Cc1cc(Cl)ccc1OCC(=O)OC(C)C(=O)NC(N)=O (configuration not stated)	0.12	-0.1	-9
CC1CCN(CCCNC(=O)CCCNC(=O)Cn2cnc3sc4c(c3c2=O)CCCC4)CC1	0.96	0.52	-38
CCOC(=O)CSc1nsc(SCC(=O)OCC)c1C#N	0.3	0.66	-12
